proCasp7 act: procaspase-7 activators, primary screen, counter-screen for procaspase-3 activator project, biochemical, absorbance, HTS, human | Caspase-7 (Homo sapiens), P55210 | recombinant procaspase-7, Ac-DEVD-pNA absorbance 405 nm; D23A/D198A/D206A triple mutant, cannot self-cleave; scale: DMSO 0, 5 µM enzyme 100 | activation, % at 8.5 µM | 330,000 compounds, 0.093% hits | AID 463210, 2010;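 active = percent activation above the screen-wide mean plus 3 SD, cut at about 25% in these data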
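Test system: Procaspase-7 triple mutant (PC-7 D3A). Also added: Ac-DEVD-pNA substrate, 400 µM as added. Schedule: 1 h enzyme–compound preincubation and 2 h substrate reaction, both 25 °C. Signal: p-Nitroaniline absorbance at 405 nm, read at 0 and 120 min. Control set: low DMSO alone, high DMSO plus 5 µM PC-7.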
CIT2-GFP yeast: modulators of CIT2-GFP expression in yeast, primary screen, S. cerevisiae, GFP fusion, multiplex flow cytometry, MLPCN library; S. cerevisiae CIT2-GFP strain, 3 h; 100 means same as DMSO wells; GFP response vs DMSO, % at 10 µM; 320,000 compounds, 0.065% hits;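 active = GFP response relative to DMSO above a set limit, near the screen mean plus 3 SD, cut at about 150% in these data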;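 also: ratio of well median GFP fluorescence to mean of DMSO wells on the plate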
LAP4-GFP MLPCN: modulators of LAP4-GFP expression in yeast, primary screen, S. cerevisiae, multiplex flow cytometry, MLPCN library | GFP response vs DMSO, % at 10 µM | 320,000 compounds, 0.34% hits | 3 h; median GFP as percent of DMSO wells | AID 2023, 2009;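 active = GFP response vs DMSO above a set limit, about the screen mean plus 3 SD, cut at about 150% in these data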
procasp3 activ: activators of human procaspase-3 D3A mutant, primary screen, biochemical, absorbance, PC-3 D3A mutant, single concentration. recombinant procaspase-3 D3A, Ac-DEVD-pNA absorbance 405 nm. activation, % at 8.5 µM. Caspase-3 (Homo sapiens), P42574. 330,000 compounds, 0.11% hits. AID 463141, 2010;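 active = activation above the mean of all tested compounds plus 3 SD, cut at about 21% in these data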;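 also: 0% = DMSO alone and 100% = DMSO wells spiked with extra 5 µM PC-3 D3A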
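Test system: Procaspase-3 D3A mutant, all three cleavage aspartates alanine | Dosing: Single dose, 8.5 µM nominal compound, 0.8% DMSO | Schedule: 1 h preincubation, 2 h reaction | Technique: 405 nm absorbance of p-nitroaniline, reads at 0 and 120 min | Repeats: One well per compound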
AHR act: AHR activators, primary screen, cell-based, luminescence, luciferase reporter, human. Aryl hydrocarbon receptor (Homo sapiens), P35869. AHR-responsive luciferase reporter cells. activation, % at 5 µM. 320,000 compounds, 2.5% hits. AID 2796, 2010; in the data active = activation above about 47%;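 also: 0% = vehicle wells and 100% = reference agonist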
Target sequence (P35869 whole entry, looked up): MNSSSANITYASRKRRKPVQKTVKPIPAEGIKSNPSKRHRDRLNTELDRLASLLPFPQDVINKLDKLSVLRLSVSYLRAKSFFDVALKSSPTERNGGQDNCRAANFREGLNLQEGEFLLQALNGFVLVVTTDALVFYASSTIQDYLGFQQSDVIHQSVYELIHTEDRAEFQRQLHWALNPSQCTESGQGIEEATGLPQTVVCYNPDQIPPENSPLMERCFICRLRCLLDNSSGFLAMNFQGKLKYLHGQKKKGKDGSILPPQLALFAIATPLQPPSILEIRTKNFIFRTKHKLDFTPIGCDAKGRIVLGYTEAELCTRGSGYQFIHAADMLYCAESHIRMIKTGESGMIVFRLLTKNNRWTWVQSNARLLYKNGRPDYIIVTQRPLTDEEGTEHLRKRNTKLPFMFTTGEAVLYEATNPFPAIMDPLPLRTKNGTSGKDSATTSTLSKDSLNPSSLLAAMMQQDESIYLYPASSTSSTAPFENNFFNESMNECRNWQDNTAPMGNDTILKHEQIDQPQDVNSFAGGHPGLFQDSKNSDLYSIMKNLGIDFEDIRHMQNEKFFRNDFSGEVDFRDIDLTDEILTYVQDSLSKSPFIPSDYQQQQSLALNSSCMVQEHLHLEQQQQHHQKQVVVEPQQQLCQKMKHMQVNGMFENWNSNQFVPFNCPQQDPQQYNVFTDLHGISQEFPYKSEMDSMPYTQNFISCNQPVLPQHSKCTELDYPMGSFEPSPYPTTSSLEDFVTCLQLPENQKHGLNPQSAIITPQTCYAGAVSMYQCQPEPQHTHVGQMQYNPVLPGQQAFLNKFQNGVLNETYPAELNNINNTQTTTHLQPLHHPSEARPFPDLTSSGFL
RPL19A-GFP yeast: RPL19A-GFP expression modulators in yeast, primary screen, cell-based, S. cerevisiae, multiplex flow cytometry, MLPCN | S. cerevisiae RPL19A-GFP strain, 3 h; stronger effect = lower value | percent response vs DMSO, % at 10 µM | 330,000 compounds, 0.3% hits | AID 2025, 2009;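 active = percent response vs DMSO below 50%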;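 also: median channel GFP fluorescence of the barcoded RPL19A-GFP strain; ratio of sample median GFP to plate DMSO average so 100% = DMSO; lower means less RPL19A-GFP as with rapamycin TOR inhibition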
MEP2 TOR yeast: modulators of MEP2-GFP levels in yeast, primary screen, S. cerevisiae, multiplex flow cytometry, MLPCN library; S. cerevisiae MEP2-GFP strain, 3 h; 100% = DMSO control level; GFP response vs DMSO, % at 10 µM; 330,000 compounds, 0.51% hits; AID 2016, 2009;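 active = GFP response versus DMSO above a set limit, roughly screen mean plus 3 SD, cut at about 180% in these data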;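 also: median GFP fluorescence of the barcode-gated MEP2-GFP cells per well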
AGP1 TOR yeast: modulators of AGP1-GFP expression in yeast TOR pathway, primary screen, cell-based, multiplex flow cytometry, S. cerevisiae, MLPCN library; 3 h; GFP as percent of DMSO wells; GFP response vs DMSO, % at 10 µM; 320,000 compounds, 0.02% hits; AID 2066, 2009;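 active = GFP response relative to DMSO above a set limit, near screen average plus 3 SD, cut at about 150% in these data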;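 also: median GFP channel fluorescence of the gated AGP1 strain per well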
The depositor's hits bear a star.

compound	MEP2 TOR yeast	AGP1 TOR yeast	procasp3 activ	AHR act	proCasp7 act	LAP4-GFP MLPCN	RPL19A-GFP yeast	CIT2-GFP yeast
O=C(Nc1ccc(F)cc1)N1CCN(C(=O)C2CCCO2)CC1 (configuration not stated)	123.0	99.5	4.0	-0.7	0.7	106.4	107.6	110.4
CC(C(=O)Nc1cccc([N+](=O)[O-])c1)n1nnc2ccccc21 (configuration not stated)	108.1	113.0	8.1	3.7	0.3	103.1	108.5	108.6
CN(c1ncc(C(F)(F)F)cc1Cl)N1C(=O)C2ONC3(C(=O)CC(C)(C)CC3=O)C2C1=O (configuration not stated)	106.4	107.5	-4.0	-1.3	6.5	109.4	98.0	113.5
CCC(C)C(NC(=O)c1ccccc1NC(=O)c1ccco1)C(=O)O (configuration not stated)	102.6	95.3	0.9	1.3	-4.1	99.0	98.2	101.0
CC1(C)CC(=O)C(C=NCc2ccccn2)=C(O)C1	90.0	86.7	-4.3	-0.1	-4.6	92.1	91.1	86.9
COc1ccc(C(=O)N(Cc2ccco2)C(C(=O)NC2CCCC2)c2ccc(O)cc2)cc1OC (configuration not stated)	104.3	111.6	-2.4	-0.3	2.6	101.3	98.8	107.4
CCOC(=O)N1CCN(CC(O)COc2ccc(C)c(C)c2)CC1 (configuration not stated)	107.5	97.5	2.1	-0.6	7.1	103.7	105.4	100.5
CCCc1ccc(Oc2cn[nH]c2-c2ccc(O)c(C)c2O)cc1	103.1	106.0	-6.7	8.4	15.8	118.4	95.2	96.2
CCOc1ccccc1Nc1nc(-c2sc(NC(=O)c3ccccc3)nc2C)cs1	86.4	85.3	-0.1	72.2*	-19.9	98.8	96.4	89.7
Cc1cc(OC(=O)N2CCCCC2)cc(C)c1Cl	100.2	99.9	5.5	9.9	9.6	101.5	102.6	102.2
Cc1ccc(-c2nc(SCC(=O)N(C)c3c(N)n(Cc4ccccc4)c(=O)[nH]c3=O)n[nH]2)cc1	96.4	97.0	-2.8	1.6	-8.8	83.7	98.6	96.6
COC(=O)c1oc2ccc(Br)cc2c1NC(=O)CCN1CCOCC1	108.1	103.0	4.5	3.4	3.5	107.5	101.1	98.6
Clc1cccc(CON/C=N/c2ncnc3sccc23)c1	111.5	94.7	-0.3	3.0	7.0	105.4	105.4	80.1
S=C(NCc1ccccc1)NNc1nc2ccccc2[nH]1	104.4	107.3	-24.0	16.6	-28.6	113.7	96.3	92.5
Nc1nc(N)nc(-c2ccccc2-c2nc(N)nc(N)n2)n1	102.9	92.1	1.3	-0.2	6.1	101.2	101.5	104.2
O=C(NCC1CCCN(C(=O)c2cccnc2)C1)c1ccc(-c2ccccc2)cc1 (configuration not stated)	104.5	99.2	3.4	2.7	-3.4	97.3	105.8	99.6
COc1ccccc1-c1nc(C#N)c(N2CCN(C(=O)c3ccco3)CC2)o1	84.3	96.1	-2.4	11.9	3.4	85.1	97.6	91.8
CCC1=NN2C(=N)/C(=C\c3cccn3-c3ccc(Cl)cc3)C(=O)N=C2S1	101.2	86.0	1.4	-0.1	5.2	80.2	103.1	97.4
CCC(=O)c1ccc(OCC(=O)OCC(=O)NC2CCCCCC2)cc1	98.9	101.7	-5.2	2.8	6.1	93.8	97.9	96.2
COc1ccccc1N(CC(=O)NCc1ccc(F)cc1)C(=O)CCC(=O)Nc1nccs1	99.0	100.4	9.6	0.9	-4.2	93.5	102.8	100.1
CCn1c(=O)cc(OCC(=O)NCCCN2CC(C)CC(C)C2)c2ccccc21 (configuration not stated)	91.1	107.5	5.6	-2.7	13.2	83.2	99.4	90.2
O=C1N=c2ccccc2=C1c1sc(=O)[nH]c1O	89.8	95.0	5.8	10.2	-7.1	107.2	95.9	85.1
Cc1c(CNCCc2ccccc2)c(C(=O)O)c(C)n1-c1ccccc1	105.3	99.3	-11.8	-0.6	6.8	91.9	103.1	98.7
CCCn1cc(S(=O)(=O)c2ccc(F)cc2)c(=O)c2cc(OCC)ccc21	109.4	104.9	2.8	-4.2	-0.5	102.2	101.9	103.1
O=C(/C=C/c1ccc(F)cc1)NCCc1ccc2c(c1)OCCO2	113.4	105.3	-3.3	-1.1	4.6	108.8	101.2	98.7
COc1ccccc1N1CCN(C(=O)CSc2ccccc2)CC1	107.2	97.4	3.7	9.8	4.4	111.0	101.5	105.5
CNC(=O)NC(=O)Cn1nc2n(c1=O)-c1ccccc1SC2	97.5	112.9	0.6	3.9	8.0	120.5	95.7	106.1
c1ccc2c(c1)[nH]c1c3ccccc3sc21	99.6	92.2	-6.8	39.5	-2.5	96.9	92.9	98.4
CN(C)c1ccc(NC(=O)c2cccc([N+](=O)[O-])c2)c2ccccc12	112.8	105.9	2.8	40.7	2.0	103.3	102.4	101.9
COc1ccc(CSC2=NCCN2)cc1Cl	100.8	105.0	-1.8	-1.9	-1.8	103.2	101.8	102.5

The list goes on:
compound	MEP2 TOR yeast	AGP1 TOR yeast	procasp3 activ	AHR act	proCasp7 act	LAP4-GFP MLPCN	RPL19A-GFP yeast	CIT2-GFP yeast
CCOc1ccccc1NC(=O)COc1cccc(-n2cnnn2)c1	96.9	91.0	-3.8	14.0	-2.5	90.5	93.8	89.4
COc1cccc(NC(=O)C2C3C=CC(O3)C2C(=O)O)c1 (configuration not stated)	97.8	98.3	-13.4	1.9	-12.3	98.3	96.8	98.8
CCc1ccccc1NC(=O)CSc1nnc(CCNC(=O)OC(C)(C)C)o1	113.8	108.4	-1.5	-0.3	-4.3	119.1	98.2	114.8
Cc1sc2c(c1C)C(=O)/C(=C\Nc1ccncc1)S(=O)(=O)N2C	97.8	104.6	-8.3	0.0	2.8	114.7	99.3	96.8
S=c1[nH]c(-c2ccc(Br)cc2)cn1CCc1ccccc1	103.0	93.0	5.3	15.6	5.1	103.7	96.6	98.0
COCC(C)NC(=O)CSc1nc(-c2ccccc2)c(-c2ccccc2)o1 (configuration not stated)	98.0	98.4	6.5	0.1	-0.5	105.0	95.5	103.5
C=C1C[C@H]2[C@@H]3C=C(C)C4=CC(=O)CC[C@]4(C)[C@H]3CC[C@]2(C)[C@@]1(OC(C)=O)C(C)=O	85.2	77.5	-1.7	3.6	4.1	92.0	86.1	79.1
COCCn1c(SCC(=O)Nc2cc(C)on2)nnc1-c1ccccc1	105.0	98.5	-2.1	-1.3	-9.3	93.5	103.6	98.4
Cc1ccccc1CSCC(=O)Nc1c(C)n(C)n(-c2ccccc2)c1=O	113.7	96.4	3.6	-0.1	4.8	85.3	106.2	103.5
CCC1=Nc2cc(C(=O)NCC3CCCO3)ccc2Sc2ccc(Cl)cc21 (configuration not stated)	94.8	97.7	9.5	5.4	12.1	115.5	96.6	96.0
Cc1ccc(-c2nc(COC(=O)c3c(C)noc3C)cs2)cc1	99.3	92.6	-6.1	0.1	-0.9	102.8	98.2	94.0
CC(C)(C)C(=O)Nc1cc(C(F)(F)F)ccc1N1CCOCC1	93.2	102.5	0.6	1.2	9.6	111.8	100.2	89.7
NC(=O)NC(CC(=O)NNC(=O)c1ccccn1)c1ccc(Cl)cc1 (configuration not stated)	103.5	98.1	2.1	2.1	-3.5	111.3	98.8	89.9
BrC(/C=N/N1CCN(Cc2ccccc2)CC1)=C/c1ccccc1	101.4	102.4	1.7	-2.3	4.7	102.8	95.4	99.5
O=C(c1cccc(-n2cccc2)c1)N1CCN(S(=O)(=O)c2ccc(F)cc2)CC1	85.7	101.3	0.4	0.1	3.4	95.4	99.2	94.5
COC(=O)c1ccc(C(=O)N2CCCC(Nc3ccc(F)c(F)c3)C2)cc1 (configuration not stated)	104.7	99.7	-2.8	0.9	1.0	103.7	100.3	99.8
Cc1ccc(-c2noc(CN3CCCCC3)n2)cc1	102.4	99.5	3.2	1.4	6.5	100.6	98.4	100.1
Cc1sc(NC(=O)CN(Cc2ccccc2)C(=O)C(C)C)c(C(N)=O)c1C	101.4	106.2	9.8	4.0	-1.2	94.3	102.5	99.3
Nn1c(-c2ccco2)n[nH]c1=S	106.9	102.2	1.0	-0.3	1.1	88.3	95.2	102.3
O=C(O)Cc1sc(NCCc2ccccc2)nc1-c1ccc(F)cc1	107.0	99.5	-8.4	3.4	-7.2	106.5	102.7	97.8
O=C(NC(=S)N1CCOCC1)c1ccc(F)cc1	105.5	91.7	-16.5	-0.3	-12.1	79.7	106.9	96.7
CCCCOC(=O)CSc1nc(N)c(C#N)c(-c2ccc(OC)cc2)c1C#N	106.4	106.4	2.7	4.7	5.5	110.5	106.3	108.0
Cc1c(C(=O)NCc2ccccc2F)oc2ccccc12	97.2	104.5	-1.0	7.6	-7.1	103.5	106.2	104.5

3 entries out of the list above, ordered by the number in CIT2-GFP yeast, falling.
molecule | CIT2-GFP yeast
CCc1ccccc1NC(=O)CSc1nnc(CCNC(=O)OC(C)(C)C)o1 | 114.8
CCC1=Nc2cc(C(=O)NCC3CCCO3)ccc2Sc2ccc(Cl)cc21 (configuration not stated) | 96.0
Cc1ccc(-c2nc(COC(=O)c3c(C)noc3C)cs2)cc1 | 94.0

Screening data: PubChem, several laboratories
